BRCA1 expr up = qHTS Assay to Identify Small Molecule Activators of BRCA1 Expression. MCF7-BRCA1-FFLuc reporter, luminescence, 48 h; response scale: scaled: vehicle 0%, 10 µM genistein 100%. Potency, µM (highest dose often 46.1 µM), without a hit: at the highest dose activation, hits mostly activators. 380,000 compounds, 1.1% hits. AID 624202, 2012; also: potency is read from the fitted curve at half-maximal effect; nearly all actives have a fitted effect of over 80% in size; some results filed as inactive show a strong effect at the top dose
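Quantitative HTS in MCF7 cells stably reporting BRCA1 expression via firefly luciferase. Compound treatment lasts 48 h at 37 °C in phenol-red free MEM. Activation is expressed relative to genistein at 10 microM and DMSO.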
Giardia kill = Small Molecules that selectively kill Giardia lamblia: qHTS; Giardia lamblia trophozoite viability; activity change, % at 7.66 µM, hits read low; 340,000 compounds, 0.15% hits; AID 540267, 2011; in the data active = activity change below about -80%; inconclusive = between about -30% and that limit;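 also: parasites exposed to compound for two days anaerobically before the ATP read; % is scaled to controls: 0 for no effect and ±100 for the full control effect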
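Luminescent ATP signal served as the viability read-out, measured 15-30 min after adding ATP detection reagent to trophozoites that had been incubated with compounds for 48 hrs at 37 deg C anaerobically at 100 cells/well.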
ELG1 genotoxic = qHTS screen for small molecules that induce genotoxicity in human embryonic kidney (HEK293T) cells expressing luciferase-tagged ELG1; HEK293T ELG1-luciferase reporter, luminescence, 16 h; Potency, µM (titrated, usually from 46 µM), without a hit: at the highest dose activity change, positive = activation, actives largely listed as activators; 330,000 compounds, 1.3% hits; AID 504466, 2011; also: potency is read from the fitted curve at half-maximal effect; % of control where 0% means no effect; nearly all actives have a fitted effect of over 60% in size
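DMSO vehicle served as control against compound-treated ELG1-luciferase HEK293T cells; exposure lasted 16 hr at 37 °C and 5% CO2, followed by ONE-Glo luminescence detection after 30 min.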
p53 reactivator = qHTS assay for re-activators of p53 using a Luc reporter. H1299 p53-A138V BP100-luciferase reporter, luminescence, 24 h. Potency, µM (titrated, usually from 92.2 µM), without a hit: top-dose activity change, positive = activation, most hits filed as activators. 320,000 compounds, 0.063% hits. AID 504706, 2011; also: potency is read from the fitted curve at half-maximal effect; % of control where 0% means no effect; nearly all actives have a fitted effect of over 45% in size
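H1299 (p53-null), stable ts p53-A138V + BP100-Luc; 1000 cells/well, Opti-MEM/10% FBS; cpd 4 pt, 1:5; 24 h, 37 deg C, 5% CO2; detection reagent 10 min RT; luminescence.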
* marks the source's active call; other numbers are inactive results; ? = inconclusive; & = joins results of further samples; [ ] = remark or other dose. Unless noted, calls follow the shape of the dose curve; as a rule, active = well fitted activation curve with a large enough effect; inconclusive = small, poorly fitted or top-dose-only effect; inactive = no such curve, though single readings can be large or run the other way. An excerpt, so the mix of outcomes need not match the whole.

item	Compound	ELG1 genotoxic	BRCA1 expr up	Giardia kill	p53 reactivator
1	COc1ccc(CCNC(=O)COC(=O)c2cccn2C)cc1	0%	-7%	-6	17%
2	Cn1cccc1C(=O)NC(=O)COC(=O)c1ccc(S(C)(=O)=O)c([N+](=O)[O-])c1	-6%	-3%&-92%	1&4	-32%[inhibitor]
3	CN(Cc1ccccc1)C(=O)COC(=O)c1ccc(Br)o1	2%	-12%	7	-3%
4	COc1ccc(C(=O)NCC2CCCCC2)cc1S(=O)(=O)N1CCOCC1	-3%	-6%	13	-8%
5	CC[C@@]1(C(=O)OC)N[C@H](CN(C)S(=O)(=O)c2ccc(OC)cc2)[C@@H]2C(=O)N(C)C(=O)[C@@H]21	1%	-7%	16	4%
6	C[C@H]1O[C@@H](O[C@H]2CC[C@@]3(C)C(CC[C@]4(C)C3C=CC3=C5CC(C)(C)CC[C@]5(CO)[C@H](O)C[C@]34C)[C@]2(C)CO)[C@H](O)[C@@H](O[C@@H]2O[C@H](CO)[C@@H](O)[C@H](O)[C@H]2O)[C@H]1O (some centres undefined)	1%	-7%	-8	-1%
7	CCCCOc1ccc(/C=C(\C(=O)O)c2ccc(S(=O)(=O)N3CCCC3)s2)cc1	1%	-16%	18	1%
8	C#CCOCCOCCOCCNc1nc(N2CCN(C(=O)[C@H](CCCCN)n3cc(CN)nn3)CC2)nc(N2CCN(C(=O)[C@H](CCC(=O)O)n3cc([C@@H](N)CCCCN)nn3)CC2)n1	4%	-3%	-17	-1%
9	NC(=O)Nc1ccc(C(=O)OCC(=O)c2c[nH]c3ccccc23)cc1	6%	42%	-2	16%
10	Cc1cc(SCC(=O)N(C)C2CCCCC2)nc2ccccc12	0%	-9%	9	-5%
11	CC(=O)Nc1ccc(-c2csc(NC(=O)CCNC(=O)c3ccco3)n2)cc1	0%	-16%	-2	15%
12	O=C(CSc1cccc[n+]1[O-])Nc1ccc(Br)cc1Br	11%	69%	6	-5%
13	C=CC[C@H](CC(=O)NCCO)C(=O)N[C@H](COC(=O)[C@@H](CC=C)Cc1ccc(F)cc1)c1ccccc1	2%	-14%	14	-5%
14	COC(=O)[C@@]1(C)[C@H]2C(=O)N(Cc3ccccc3)C(=O)[C@H]2[C@H]2CN=C(SC)N21	-3%	23%	3	-2%
15	CSc1ccccc1NC(=O)COC(=O)Cc1ccsc1	0%	-6%	-21	4%
16	CC(=O)C[C@H](O)CC(=O)[C@H]1OC(=O)CCCCCCc2ccccc21	1%	9%	2	-3%
17	O=C(C[C@@H]1C/C=C\CC[C@@H](Cc2ccc(F)cc2)C(=O)OC[C@@H](Cc2ccccc2)NC1=O)NCCO	-1%	0%	-23	2%
18	O=C(C[C@@H]1C/C=C\CC[C@H](Cc2ccc(F)cc2)C(=O)OC[C@@H](Cc2ccccc2)NC1=O)NCCO	-1%	-12%	-26	10%
19	O=C(NCC(c1ccc(F)cc1)N1CCOCC1)c1ccc([N+](=O)[O-])o1 (centres undefined)	-4%	-86%[inhibitor]	-101*	-19%
20	COc1ccccc1CNC(=O)COC(=O)c1cc2ccccc2o1	-1%	1%	-5	6%
21	O=C(CN1C(=O)NC2(CCCC2)C1=O)NCc1cccc(Cl)c1	1%	-14%	-9	-3%
22	COCCCNC(=O)C[C@H]1C[C@H](C(=O)N(C(C)C)C(C)C)[C@@]2(C)c3[nH]c4cc(-c5ccco5)ccc4c3CCN2C1=O	-5%	-28%	4	-7%
23	COc1cc(-c2noc(C)c2C(=O)NCCc2cccs2)cc(OC)c1OC	0%	-3%	3	-1%
24	C[C@@H]1CN(S(=O)(=O)c2c(F)cccc2F)CCN1S(=O)(=O)c1ccc2c(c1)OCCO2	1%	0%	-1	-6%
25	Cc1c(C(=O)Nc2cccc(S(=O)(=O)N3CCOCC3)c2)oc2ccccc12	-4%	-43%	0	-8%
26	CC[C@@]1(C(=O)OC)N[C@H](CN(C)C(=O)C2CCCCC2)[C@@H]2C(=O)N(C)C(=O)[C@@H]21	3%	5%	22	-4%
27	O=C(COC(=O)/C=C/c1cccc(Br)c1)NC1CCCC1	0%	12%	-8	?
28	COc1ccccc1NCCC(=O)OCC(=O)Nc1cc([N+](=O)[O-])ccc1F	-1%	-9%	9	-5%
29	COc1ccc(NS(=O)(=O)c2cccc(NC(=O)COc3ccccc3[N+](=O)[O-])c2)cc1	0%	-7%	12	-2%
30	CCOc1ncccc1C(=O)Nc1cccc(-n2cnnn2)c1C	0%	-18%	3	-6%

Single records, from the list above. Values in the order: ELG1 genotoxic	BRCA1 expr up	Giardia kill	p53 reactivator
COC(=O)[C@@]1(C)[C@H]2C(=O)N(Cc3ccccc3)C(=O)[C@H]2[C@H]2CN=C(SC)N21 as listed: -3%	23%	3	-2%
CC(=O)Nc1ccc(-c2csc(NC(=O)CCNC(=O)c3ccco3)n2)cc1 as listed: 0%	-16%	-2	15%
CCOc1ncccc1C(=O)Nc1cccc(-n2cnnn2)c1C as listed: 0%	-18%	3	-6%
CN(Cc1ccccc1)C(=O)COC(=O)c1ccc(Br)o1 as listed: 2%	-12%	7	-3%

The list continues.
item	Compound	ELG1 genotoxic	BRCA1 expr up	Giardia kill	p53 reactivator
31	O=C(COC(=O)C1CCC(=O)N1)Nc1ccccc1OC(F)F (centres undefined)	-4%	-6%	0	-3%
32	CN(C)S(=O)(=O)c1ccc(C(=O)NNC(=O)C23CC4CC(CC(C4)C2)C3)cc1	1%	-4%	-5	2%
33	Cc1ccc(Cl)c2c1NC(=O)C2=O	4%	-9%	-29	9%
34	O=C(CSc1nnc(Nc2ccccc2F)s1)NCC1CCCO1 (centres undefined)	4%	48%	8	1%
35	COc1ccc(OC)c(S(=O)(=O)N2CCN(C)CC2c2ccccc2)c1 (centres undefined)	0%	-18%	-1	2%
36	CC1(NC(=O)Cc2c(F)cccc2Cl)CCS(=O)(=O)C1 (centres undefined)	0%	-6%	-12	2%
37	O=C(COC(=O)Cc1ccsc1)Nc1ccc(Cl)cc1F	5%	-24%	3	1%
38	CCN(C[C@H]1N[C@@](CC)(C(=O)OC)[C@H]2C(=O)N(C)C(=O)[C@@H]12)C(=O)Nc1ccc(F)cc1	4%	13%	-4	3%
39	C[C@H](CO)N1C[C@H](C)[C@@H](CN(C)C(=O)NC2CCCCC2)Oc2c(NC(=O)C3CCCCC3)cccc2C1=O	0%	-14%	-18	0%
40	CC[C@@H](C)[C@@H]1CN([C@@H](C)CN2CCC[C@H]2CN2C(N)=NC[C@@H]2Cc2ccccc2)C(=N)N1CCc1ccc(Cl)c(Cl)c1	0%	-5%	-14	-3%
41	Cc1ccc(SCC(=O)N2CCN(S(=O)(=O)c3cccs3)CC2)cc1	-2%	2%	-3	4%
42	COc1ccc(-n2c(SCC(=O)N(C)C3CCS(=O)(=O)C3)nc3ccc(O)cc3c2=O)cc1OC (centres undefined)	-1%	-10%	-4	12%
43	O=C(NCCN1C(=O)S/C(=C\c2ccc(Cl)cc2)C1=O)C1=COCCO1	-2%	-7%	14	8%
44	CC1CC(C)CN(C(=O)c2cccc(S(=O)(=O)NCc3ccccc3)c2)C1 (centres undefined)	-4%	11%	27	-3%
45	C[C@H](CO)N1C[C@H](C)[C@@H](CN(C)S(C)(=O)=O)Oc2ccc(NC(=O)Nc3ccccc3)cc2C1=O	0%	0%	?	3%
46	CC(=O)NCCc1ccc(C(=O)COC(=O)c2cccn2C)cc1	?	57%	-30	?
47	COc1ccc(CNC(=O)C(C)OC(=O)c2cccc(N(C)C)c2)cc1 (centres undefined)	1%	-5%	29	-9%
48	O=C1CN(C(=O)CN2C(=O)NC(c3ccccc3)(c3ccccc3)C2=O)c2ccccc2N1	4%	-2%	0	-8%
49	O=C(C[C@H]1C[C@H](C(=O)N2CCCCC2)[C@@]2(CCc3ccccc3)c3[nH]c4ccc(Cl)cc4c3CCN2C1=O)NCc1cccc(C(F)(F)F)c1	-8%	13%	-9	-5%
50	COc1ccc(C(=O)COC(=O)c2ccccn2)c(OC)c1	17%	51%	15	?
51	C[C@H]1CN([C@@H](C)CO)C(=O)Cc2cc(NS(C)(=O)=O)ccc2O[C@@H]1CN(C)CC1CC1	0%	-9%	1	-3%
52	Cc1cc(NC(=O)CSc2n[nH]c(-c3ccccc3Br)n2)no1	0%	-13%	0	-4%
53	C[C@H]1CN([C@@H](C)CO)C(=O)Cc2cc(NC(=O)CCC(F)(F)F)ccc2O[C@H]1CN(C)S(=O)(=O)c1ccc(Cl)cc1	12%	-52%	20	3%
54	Cn1c(N)c(C(=O)COC(=O)CNC(=O)c2ccccc2)c(=O)n(C)c1=O	0%	-4%	-10	-2%
55	CCN(C(=O)CSc1nc(C)c(C)c(C)n1)C1CCS(=O)(=O)C1 (centres undefined)	-1%	1%	5	1%
56	O=C(/C=C/c1ccc([N+](=O)[O-])cc1)OCC(=O)N1CCCCCC1	0%	0%	4	10%
57	O=C(CN1c2cccc3cccc(c23)S1(=O)=O)N1CCCCC1	-3%	3%	36[activator]	-5%
58	CC(C)CN(C(=O)CCNC(=O)c1ccc([N+](=O)[O-])cc1)C1CCS(=O)(=O)C1 (centres undefined)	3%	-8%	-14	5%
59	Nc1ccn([C@@H]2O[C@H](COS(=O)(=O)O)[C@@H](O)[C@H]2O)c(=O)n1	-3%	7%	5	2%
60	COc1ccc2c(c1)[C@H]1[C@H](CO2)[C@H](c2ccccc2)[C@]2(C)C(=O)Nc3ccc(Br)cc3C(=O)N12	2%	-43%	-18	2%

Reprinted at random: two compounds from above
item	Compound	ELG1 genotoxic	BRCA1 expr up	Giardia kill	p53 reactivator
44	CC1CC(C)CN(C(=O)c2cccc(S(=O)(=O)NCc3ccccc3)c2)C1 (centres undefined)	-4%	11%	27	-3%
55	CCN(C(=O)CSc1nc(C)c(C)c(C)n1)C1CCS(=O)(=O)C1 (centres undefined)	-1%	1%	5	1%

Further compounds follow.
item	Compound	ELG1 genotoxic	BRCA1 expr up	Giardia kill	p53 reactivator
61	COc1ccc2c(CC(=O)NNC(=O)c3ccccc3F)coc2c1	-1%	-20%	11	-2%
62	C[C@H](CO)N1C[C@H](C)[C@@H](CN(C)Cc2ccc(C(=O)O)cc2)Oc2ccc(NS(=O)(=O)c3cn(C)cn3)cc2C1=O	-3%	-6%	-9	-1%
63	COc1ccccc1CNC(=O)CN1NS(=O)(=O)c2ccccc2C1=O	0%	-3%	6	1%
64	O=c1cc(-c2ccsc2)oc2ccccc12	?	9%	20	25%
65	Cc1cc(Br)c(NC(=O)COC(=O)CC2CC3CCC2C3)c(Br)c1 (centres undefined)	1%	-38%	-1	-1%
66	COc1ccc(C(=O)N2CCN(C(=O)C3CCCO3)CC2)cc1[N+](=O)[O-] (centres undefined)	0%	0%	4	8%
67	Cn1nnnc1SCC(=O)Nc1cc(S(=O)(=O)N2CCCCC2)ccc1Cl	1%	-24%	-3	-1%
68	CC(=O)NC(CC(=O)Nc1ccc(S(=O)(=O)N2CCOCC2)cc1)c1ccccc1 (centres undefined)	-2%	1%	17	8%
69	O=C(COC(=O)/C=C/c1ccco1)NCc1ccc(Cl)cc1Cl	0%	-6%	8	11%
70	O=C(CCNC(=O)c1ccccc1)Nc1ccc(Cl)c(S(=O)(=O)N2CCCCC2)c1	-5%	-45%	27	-10%

3 entries out of the list, arranged by number of heavy atoms, falling:
item	Compound	ELG1 genotoxic	BRCA1 expr up	Giardia kill	p53 reactivator
63	COc1ccccc1CNC(=O)CN1NS(=O)(=O)c2ccccc2C1=O	0%	-3%	6	1%
65	Cc1cc(Br)c(NC(=O)COC(=O)CC2CC3CCC2C3)c(Br)c1 (centres undefined)	1%	-38%	-1	-1%
69	O=C(COC(=O)/C=C/c1ccco1)NCc1ccc(Cl)cc1Cl	0%	-6%	8	11%
